# High-throughput results from PubChem.
# MT1-MMP act inh: blockers of MT1-MMP proenzyme processing, primary screen, HT1080 RFP-PRO-GFP cells, GFP/RFP fluorescence; GFP/RFP ratio fluorescence, overnight; percent of plate control window, DMSO zero; GFP/RFP ratio change, % at 20 µM; Matrix metalloproteinase-14 (Homo sapiens), P50281; 360,000 compounds, 0.061% hits;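 active means GFP/RFP ratio change of at least 30% with cell ATP level not reduced by more than half and red fluorescence within 50% of control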; further: strong numbers were not always called active
#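 Assay system: HT1080 cells carrying an RFP-PRO-GFP reporter | Dosing: Single dose of 20 µM compound, 1% DMSO final | Incubation: Cells overnight before dosing, compound overnight, 37 °C, 5% CO2 | Evaluation: GFP/RFP fluorescence ratio | Control set: DMSO and RFP-L50D-GFP cell wells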
# CSN deneddyl inh: inhibitors of CSN-mediated cullin deneddylation, primary screen, biochemical, fluorescence polarization, uHTS; COP9 signalosome complex subunit 5 (Homo sapiens), Q92905; Purified CSN, SCF-Nedd8-OG deneddylation; inhibition, % at 12.5 µM; 360,000 compounds, 0.38% hits; AID 651999, 2013;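 active means pattern-corrected inhibition above about 35%, with an unprinted fluorescence ratio check between 0.5 and 1.5, limit read from the data, passing the limit was not always enough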;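 further: 0% = enzyme with substrate and 100% = substrate without enzyme; some results filed as inactive read as strong as hits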
#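 Detection – fluorescence polarization · System – HEK293T-derived human Csn5 enzyme · Controls – substrate-only high control, full reaction low control · Timing – 90 min, room temperature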
# Rin1 Abl inh: inhibitors of Rin1-Abl protein binding, primary screen, biochemical, TR-FRET. inhibition, % at 7.35 µM. Tyrosine-protein kinase ABL1 (Homo sapiens) + Ras and Rab interactor 1 (Homo sapiens), …. 360,000 compounds, 0.4% hits. AID 588664, 2011; in the data active means inhibition above about 5%, passing the limit was not always enough
# FAS TE block: FAS thioesterase domain inhibitors, primary screen, biochemical, fluorescence intensity, uHTS | 360,000 compounds, 0.67% hits | recombinant FAS-TE, OMFH fluorogenic substrate, fluorescence endpoint | Fatty acid synthase (Homo sapiens), P49327 | inhibition, % at 15 µM;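 active means compounds whose normalised, plate-corrected inhibition of enzyme fluorescence in the single-dose primary screen is 50% or more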;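 further: 0% = DMSO with enzyme and 100% = substrate without enzyme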
# Rpn11 block: Rpn11 (PSMD14) deubiquitinase inhibitors, primary screen, biochemical, fluorescence polarization, uHTS | human 26S proteasome, Ub4-pepOG fluorescence polarization; 20S core pre-blocked with epoxomicin | calls only at 20 µM | 360,000 compounds, 0.59% hits | AID 588493, 2011;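 active means inhibition at 20 µM, scaled to each plate's controls, above about 33%, limit read from the data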
# Target sequence (O00487 whole entry, looked up): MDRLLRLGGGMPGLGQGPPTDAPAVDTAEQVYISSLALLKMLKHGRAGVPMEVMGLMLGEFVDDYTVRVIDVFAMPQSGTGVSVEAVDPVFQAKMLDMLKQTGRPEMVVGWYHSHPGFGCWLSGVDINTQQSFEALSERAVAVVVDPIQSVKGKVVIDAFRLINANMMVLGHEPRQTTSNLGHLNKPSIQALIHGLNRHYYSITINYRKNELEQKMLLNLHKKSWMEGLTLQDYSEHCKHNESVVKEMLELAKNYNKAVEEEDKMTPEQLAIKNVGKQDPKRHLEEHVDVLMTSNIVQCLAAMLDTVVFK
# Neddylation inh: inhibitors of cullin neddylation, primary screen, biochemical, TR-FRET, uHTS, NAE and Ubc12 | AID 651699, 2012 | 360,000 compounds, 0.58% hits | NEDD8-conjugating enzyme Ubc12 (Homo sapiens) + NEDD8-activating enzyme E1 regulatory … | calls only at 25 µM; in the data active means inhibition above about 36%
# Target sequence (P61081 whole entry, looked up): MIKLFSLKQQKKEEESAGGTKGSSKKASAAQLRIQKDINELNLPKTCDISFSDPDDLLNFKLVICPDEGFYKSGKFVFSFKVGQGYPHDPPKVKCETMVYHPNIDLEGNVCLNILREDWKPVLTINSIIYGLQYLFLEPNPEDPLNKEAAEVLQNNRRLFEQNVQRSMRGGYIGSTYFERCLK
# Target sequence (Q13564 whole entry, looked up): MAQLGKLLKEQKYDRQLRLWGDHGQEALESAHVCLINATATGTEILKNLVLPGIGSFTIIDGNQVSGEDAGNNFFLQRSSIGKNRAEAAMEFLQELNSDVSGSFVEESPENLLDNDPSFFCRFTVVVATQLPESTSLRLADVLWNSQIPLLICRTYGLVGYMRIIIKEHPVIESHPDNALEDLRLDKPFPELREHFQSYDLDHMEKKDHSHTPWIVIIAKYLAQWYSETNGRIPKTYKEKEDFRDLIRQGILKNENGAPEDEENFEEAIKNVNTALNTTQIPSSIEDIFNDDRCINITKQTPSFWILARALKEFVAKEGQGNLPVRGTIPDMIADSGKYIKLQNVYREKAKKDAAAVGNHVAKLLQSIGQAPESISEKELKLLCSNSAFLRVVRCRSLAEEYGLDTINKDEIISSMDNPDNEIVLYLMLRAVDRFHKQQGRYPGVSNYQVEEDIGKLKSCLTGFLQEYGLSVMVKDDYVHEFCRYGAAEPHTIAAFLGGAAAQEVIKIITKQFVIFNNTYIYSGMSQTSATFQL
# SKN-1 inh: suppressors of acrylamide-induced Pgst-4::GFP reporter in worms, primary screen, SKN-1 inhibitor project, whole organism, uHTS, GFP/RFP fluorescence ratio, strain VP596. AID 624304, 2012. inhibition, % at 21.8 µM. C. elegans VP596 Pgst-4::GFP/RFP ratio, 24 h. 360,000 compounds, 0.49% hits;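 active means interference check ratio from 0.5 to 1.5 plus GFP to RFP signal ratio inhibition reaching or exceeding a fixed threshold, cut at about 30% in these data, passing the limit was not always enough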; further: some compounds called inactive have numbers as strong as hits
# PABP1 MLLE inh: inhibitors of PABP1 MLLE–PAM2 peptide binding, primary screen, biochemical, fluorescence polarization, FITC-PAM2, GST-MLLE; inhibition, % at 20 µM; 360,000 compounds, 0.36% hits; AID 588489, 2011; in the data active means inhibition above about 35%, passing the limit was not always enough;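 further: plate controls were DMSO wells with GST-MLLE for no effect and wells lacking GST-MLLE protein for full effect; some results filed as inactive read as strong as hits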
# NadD block: inhibitors of S. aureus NadD, primary screen, biochemical, colorimetric, uHTS | purified NadD enzyme, colorimetric absorbance read-out | Nicotinate-nucleotide adenylyltransferase NadD (Staphylococcus aureus N315) | inhibition, % at 20 µM | AID 602399, 2012 | 360,000 compounds, 0.78% hits; in the data active means inhibition above about 26%; further: some compounds past the cut are filed as inactive
# * hit, by the source's call; i = inactive; . = no result given; + = active, no number.
# The first 11 compounds (preview)
canonical_smiles,FAS TE block,MT1-MMP act inh,SKN-1 inh,Neddylation inh,CSN deneddyl inh,PABP1 MLLE inh,Rin1 Abl inh,NadD block,Rpn11 block
CCc1nc(SCC(=O)N2CCN(c3ccccc3)CC2)c2oc3ccccc3c2n1,26.9,-2.7,6.0,i,7.1,-31.9,-2.1,-8.6,i
CC1(C)CN(c2ccccc2)N(Cc2ccc(F)cc2)C1=O,-1.0,-3.2,-5.0,i,1.4,2.5,0.7,-1.6,i
COc1ccc(OC)c(C2CC(=O)c3c([nH]c(C(=O)OC(C)C)c3C)C2)c1 (centres undefined),22.0,2.3,-13.1,i,2.7,6.3,-2.0,-1.1,i
Cc1ccc2c(c1C)NC(=O)C2(O)CC(=O)c1ccc2c(c1)OCO2 (centres undefined),-4.8,0.6,-13.2,i,-3.2,-10.9,2.9,-0.5,i
COc1ccccc1NC(=O)Cc1nnc(SCC(=O)NC2CCCC2)n1C,-4.0,-3.1,-1.3,i,5.6,4.3,3.8,-15.2,i
CC(C)CCn1c(=O)c2ccccc2c2ccccc2c1=O,15.3,-1.3,12.6,i,3.4,-0.7,-0.5,-1.3,i
CC(C)c1ccc(NC2CCCN(C(=O)CN3C(=O)CSC3=O)C2)cc1 (centres undefined),-3.3,0.6,2.6,i,5.0,0.0,5.4,2.7,i
N#Cc1ccccc1OCC(=O)NC(=O)NCc1ccco1,-2.4,2.5,10.6,i,1.8,-6.7,-1.2,-7.0,i
CCOc1ccc(NS(=O)(=O)c2ccc(C(=O)N3CCN(c4ncccn4)CC3)cc2)cc1,4.2,-5.7,-9.0,i,-5.0,9.5,0.9,-3.9,i
Cn1c(=O)n(C)c2cc(N3CCOCC3)c(NC(=O)c3ccc(F)cc3)cc21,-1.8,1.0,4.5,i,-2.2,-20.5,0.0,-3.6,i
O=C(OCC(=O)c1c[nH]c2ccccc12)C1=COCCO1,-4.1,2.4,9.4,i,-0.8,11.5,-0.2,-3.3,i

# This part in full, from the first entry:
canonical_smiles,FAS TE block,MT1-MMP act inh,SKN-1 inh,Neddylation inh,CSN deneddyl inh,PABP1 MLLE inh,Rin1 Abl inh,NadD block,Rpn11 block
CCc1nc(SCC(=O)N2CCN(c3ccccc3)CC2)c2oc3ccccc3c2n1,26.9,-2.7,6.0,i,7.1,-31.9,-2.1,-8.6,i
CC1(C)CN(c2ccccc2)N(Cc2ccc(F)cc2)C1=O,-1.0,-3.2,-5.0,i,1.4,2.5,0.7,-1.6,i
COc1ccc(OC)c(C2CC(=O)c3c([nH]c(C(=O)OC(C)C)c3C)C2)c1 (centres undefined),22.0,2.3,-13.1,i,2.7,6.3,-2.0,-1.1,i
Cc1ccc2c(c1C)NC(=O)C2(O)CC(=O)c1ccc2c(c1)OCO2 (centres undefined),-4.8,0.6,-13.2,i,-3.2,-10.9,2.9,-0.5,i
COc1ccccc1NC(=O)Cc1nnc(SCC(=O)NC2CCCC2)n1C,-4.0,-3.1,-1.3,i,5.6,4.3,3.8,-15.2,i
CC(C)CCn1c(=O)c2ccccc2c2ccccc2c1=O,15.3,-1.3,12.6,i,3.4,-0.7,-0.5,-1.3,i
CC(C)c1ccc(NC2CCCN(C(=O)CN3C(=O)CSC3=O)C2)cc1 (centres undefined),-3.3,0.6,2.6,i,5.0,0.0,5.4,2.7,i
N#Cc1ccccc1OCC(=O)NC(=O)NCc1ccco1,-2.4,2.5,10.6,i,1.8,-6.7,-1.2,-7.0,i
CCOc1ccc(NS(=O)(=O)c2ccc(C(=O)N3CCN(c4ncccn4)CC3)cc2)cc1,4.2,-5.7,-9.0,i,-5.0,9.5,0.9,-3.9,i
Cn1c(=O)n(C)c2cc(N3CCOCC3)c(NC(=O)c3ccc(F)cc3)cc21,-1.8,1.0,4.5,i,-2.2,-20.5,0.0,-3.6,i
O=C(OCC(=O)c1c[nH]c2ccccc12)C1=COCCO1,-4.1,2.4,9.4,i,-0.8,11.5,-0.2,-3.3,i
CCOC(=O)C1=C[C@]2(CC)CCCN3CCc4c(n1c1ccccc41)[C@@H]32,4.2,-1.3,-1.5,i,2.4,-4.3,-0.8,-8.9,i
Cc1nc(-c2cccnc2)sc1C(=O)Nc1ccc(Cl)cc1,-0.3,2.4,0.6,i,-4.1,-8.3,0.6,9.2,i
CCOC(=O)C1CCCN(CC(=O)/C=C2/N(C)c3ccccc3C2(C)C)C1 (centres undefined),-7.8,10.9,-6.0,i,3.6,-30.6,-4.8,-2.9,i
CN(Cc1ccccc1)CC1C2CCC(C2)C1O (centres undefined),-9.6,1.2,4.0,i,-1.8,2.7,1.0,0.7,i
CCOC(=O)c1sc(NC(=O)CSc2nc(C)cc(C(F)(F)F)n2)c(C#N)c1C,2.5,-3.4,-5.2,i,2.3,37.0,-3.8,0.0,i
Cc1ccc(N2CN(Cc3cccnc3)CNC2=S)c(C)c1,-9.5,5.0,-5.4,i,2.6,1.8,-2.9,-7.6,i
CCOc1ccc(-n2c(=S)sc3c(=O)n(-c4ccccc4)c(SCC(=O)O)nc32)cc1,-3.3,-2.0,2.1,i,1.4,1.6,-1.1,-2.5,i
COc1cccc(OC)c1C(=O)Nc1cccc2c1CCCC2,0.1,5.5,-4.7,i,0.2,-9.6,0.5,-6.5,i
O=C(NCCc1ccccc1)c1cc(S(=O)(=O)N2CCCC2)ccc1F,-4.6,-0.8,13.9,i,4.3,-4.0,-0.4,1.8,i
CCCc1cc(=O)oc2cc(C)cc(OC(C)C(=O)NCCCn3ccnc3)c12 (centres undefined),-1.2,-1.4,2.1,.,2.3,6.0,2.2,5.3,i
COc1ccccc1C(=O)N/C(=C\c1cn(S(=O)(=O)N(C)C)c2ccccc12)C(=O)N1CCN(C)CC1,-0.2,-5.5,1.6,i,-1.9,6.7,-4.0,-0.5,i
CCOC(=O)N1CCN(C(=S)NC(=O)C23CC4CC(CC(C4)C2)C3)CC1,-1.6,-1.4,12.2,i,-10.2,-2.9,2.9,-7.6,i
CC1C2CCC(C2)C1OC(=O)c1ccccc1C(=O)O (centres undefined),-9.2,-2.0,-12.1,i,-4.8,1.3,2.8,-5.6,i
O=C(CCCC(=O)OCC(=O)c1ccc(Cl)cc1Cl)Nc1cc(C(F)(F)F)ccc1Cl,25.4,5.0,9.3,i,-6.9,7.0,2.6,13.9,i
O=C(NCc1ccco1)c1ccc2ccccc2n1,-4.9,2.0,7.2,i,2.0,9.8,0.6,-2.9,i
COc1cccc(C(=O)Nc2cccc(OCC(=O)c3ccccc3)c2)c1,14.8,4.1,-9.8,i,1.9,-8.7,1.2,-11.0,i
CCCc1nnc(NC(=O)CCC(=O)N2CCN(Cc3cc(F)ccc3OC)CC2)s1,-10.0,3.2,14.8,i,-0.1,15.9,1.7,1.6,i
O=[N+]([O-])c1cc(-c2nc(-c3ccncc3)no2)ccc1Cl,5.5,-9.1,0.0,i,-1.0,1.6,2.3,1.3,i
CCN1CC(O)=C(c2nc3ccccc3s2)C1=N,-4.7,9.5,18.4,i,-2.2,9.0,-1.9,-0.2,+
Cc1c(=O)n(OCc2cccc(F)c2)c2ccccc2[n+]1[O-],-4.5,-128.6,7.9,i,-0.9,-13.9,1.1,4.7,i
CC(=O)c1ccc(N2CCN(C(=O)c3ccc(NC4=NC5CS(=O)(=O)CC5S4)cc3)CC2)cc1 (centres undefined),-2.7,0.3,10.8,i,-7.2,-44.5,0.0,0.9,i
COc1ccc(Cc2nc3ccc(C(=O)N4CCC(C(N)=O)CC4)cc3o2)cc1,-5.0,-1.9,10.0,i,-2.2,-4.1,-0.4,-7.0,i
COc1ccc(-c2csc(C(NC(C)=O)c3cccc(F)c3)n2)cn1 (centres undefined),1.1,3.5,-7.5,i,-1.6,1.7,1.7,1.8,i
CCCCCCn1c(SCCN2CCOCC2)nc2c1c(=O)[nH]c(=O)n2C,-3.0,4.5,-2.0,i,-0.2,-30.3,3.6,-2.0,i
C(=N\Nc1nncc2ccccc12)/c1ccccc1,-1.9,0.7,3.6,i,4.9,0.0,1.8,1.0,i
COC(=O)N/N=C/c1ccc(OC(=O)/C=C/c2ccco2)cc1,-4.6,-3.5,7.4,+,31.9,-3.4,-2.3,-5.4,i
CCOc1ccc(NC(=O)CSc2nnc(C34CC5CC(CC(C5)C3)C4)n2C)cc1,3.4,4.1,2.1,i,-0.5,-2.4,2.9,-4.2,i
COc1ccc(NC(=O)Cn2ncn3nc(-c4ccc(OC)cc4)cc3c2=O)cc1,-5.9,2.6,6.8,i,1.5,-14.9,-0.6,4.3,i
CCC1S/C(=N/N=C/c2ccco2)N(Cc2ccccc2C)C1=O (centres undefined),18.8,-1.8,-9.1,i,4.6,-16.0,-6.1,-2.0,i
O=C(CN1C(=O)c2ccccc2C1=O)Nc1nccs1,-4.7,2.3,-9.6,i,-2.7,3.0,-0.2,-4.1,i
C/C(=N/NC(=O)CNC(=O)c1cccnc1)c1ccc(Cl)c(Cl)c1,7.7,-0.7,16.9,i,13.9,-5.1,-2.4,-4.8,i
O=C(NCc1cccs1)C1(S(=O)(=O)c2ccccc2)CC=CC1,-9.3,-0.6,-3.4,i,2.7,-0.3,0.8,-3.3,i
CCCCOC(=O)c1nc(Cl)c(Cl)c(N)c1Cl,2.6,10.4,15.1,i,-3.7,8.7,0.0,-4.0,i
Cc1cccc2c(=O)oc(-c3ccccc3Cl)nc12,22.6,-0.9,-13.8,i,1.9,-3.6,1.1,-1.0,i
COc1ccc(C(C)=O)cc1CN(C)C,-6.7,-1.3,-5.5,i,4.4,-12.8,2.9,2.2,i
O=C(Nc1cccc(S(=O)(=O)N2CCCCC2)c1)c1ccc2ncsc2c1,13.3,-1.7,2.5,i,-2.2,-9.0,1.8,-3.0,i
Nc1c(C(=O)NCc2ccco2)nnn1Cc1ccccc1,-4.3,5.5,-5.8,i,5.4,-0.5,-2.7,-3.9,i
CN(C)CCN1C(=O)C(=O)/C(=C(/O)c2ccc(S(=O)(=O)N3CCOCC3)cc2)C1c1ccc(Br)cc1 (centres undefined),-4.7,-1.6,15.6,i,2.6,7.2,1.3,0.0,i
